High-throughput results (PubChem BioAssay)
SIAE inh = human SIAE inhibition, primary screen | actives 0.69% (n = 370,000) | AID 1053197 | SIAE FP-Rh probe binding, fluorescence polarization | inhibition, % at 9.66 µM;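 active = inhibition above a cutoff: mean of compounds within the control limits plus 3 SD of those, cut at about 17% in these data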;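 also: 0% = plate median of compound wells and 100% = probe without SIAE protein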
rCAG RNA binder = binds r(CAG) RNA repeats | inhibition, % at 3 µM | r(CAG) RNA repeat, TO-PRO-1 dye displacement fluorescence | actives 1.3% (n = 370,000);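 active = inhibition above the plate cutoff, the mean of all test compounds on that plate plus 3 SD, cut at about 35% in these data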;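 also: 0% = DMSO alone and 100% = 100 µM mitoxantrone as full dye displacement; higher means more dye released from RNA so lower well fluorescence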
mABHD4 FP = inhibitors of mouse ABHD4; Q8VD66; AID 720543; actives 0.54% (n = 370,000); purified mABHD4, FP-Rh probe fluorescence polarization; inhibition, % at 8.92 µM;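 active = inhibition exceeding the mean over every tested compound plus 3 SD, cut at about 30% in these data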;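 also: 0% = plate median of compound wells and 100% = S159A mutant with DMSO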
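Assay system: wild-type mouse ABHD4 protein; compound: single nominal dose of 8.92 µM, 0.89% DMSO final; schedule: 45 min + 60 min at 25 °C; measured by: FP readout, ex 525 nm / em 598 nm; evaluation: % inhibition of FP-Rh probe binding versus controls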
MBD2 inh = inhibitors of human MBD2 binding to methylated oligonucleotide | Q9UBB5 | inhibition, % at 4.4 µM | AID 686964 | TR-FRET | actives 0.31% (n = 370,000); in the data active = inhibition above about 13%
LEDGF integ inh = blocks HIV-1 LEDGF/p75-dependent DNA integration; TR-FRET IN-LEDGF/p75 DNA integration, Eu/Cy5; inhibition, % at 3.7 µM; actives 0.64% (n = 370,000);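 active = inhibition above the screen-wide mean plus 3 SD, cut at about 13% in these data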;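 also: signal is the Cy5 over europium emission ratio at 671 and 618 nm; 0% = plate median of compound wells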
TDP2 absorb = TDP2 (human) inhibition, absorbance primary screen; AID 720702; O95551; recombinant TDP2, T5PNP hydrolysis, p-nitrophenol absorbance 415 nm; inhibition, % at 12.8 µM; actives 0.34% (n = 370,000);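 active = inhibition above the mean of all tested compounds plus 3 SD, set per campaign, cut at about 25% in these data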;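 also: 0% = DMSO with enzyme and 100% = buffer with substrate but no TDP2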
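Test system: human TDP2 enzyme; Input: 120 nM TDP2 per well; Buffer or medium: Mg2+-containing Tris-HCl buffer, pH 7.5; Reagent: 5 mM T5PNP; Dosing: 12.8 µM single point, 1% DMSO; Incubation: reaction 2 h, 37 °C; Detection: p-Nitrophenol epi absorbance; Read-out: % inhibition relative to enzyme-containing and enzyme-free wells; Replicates: single well per compound.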
NPR2 activator = GC-B (human) receptor activation | P20594 | activation, % at 10 µM | actives 0.11% (n = 370,000) | HEK293-GC-B cells, CNP EC30, cGMP TR-FRET; 0% at EC30 CNP, 100% saturating CNP;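 active = activation at 10 µM reaching about 35% in either raw or pattern-adjusted values, limit read from the data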
Target sequence (P20594 whole entry, looked up): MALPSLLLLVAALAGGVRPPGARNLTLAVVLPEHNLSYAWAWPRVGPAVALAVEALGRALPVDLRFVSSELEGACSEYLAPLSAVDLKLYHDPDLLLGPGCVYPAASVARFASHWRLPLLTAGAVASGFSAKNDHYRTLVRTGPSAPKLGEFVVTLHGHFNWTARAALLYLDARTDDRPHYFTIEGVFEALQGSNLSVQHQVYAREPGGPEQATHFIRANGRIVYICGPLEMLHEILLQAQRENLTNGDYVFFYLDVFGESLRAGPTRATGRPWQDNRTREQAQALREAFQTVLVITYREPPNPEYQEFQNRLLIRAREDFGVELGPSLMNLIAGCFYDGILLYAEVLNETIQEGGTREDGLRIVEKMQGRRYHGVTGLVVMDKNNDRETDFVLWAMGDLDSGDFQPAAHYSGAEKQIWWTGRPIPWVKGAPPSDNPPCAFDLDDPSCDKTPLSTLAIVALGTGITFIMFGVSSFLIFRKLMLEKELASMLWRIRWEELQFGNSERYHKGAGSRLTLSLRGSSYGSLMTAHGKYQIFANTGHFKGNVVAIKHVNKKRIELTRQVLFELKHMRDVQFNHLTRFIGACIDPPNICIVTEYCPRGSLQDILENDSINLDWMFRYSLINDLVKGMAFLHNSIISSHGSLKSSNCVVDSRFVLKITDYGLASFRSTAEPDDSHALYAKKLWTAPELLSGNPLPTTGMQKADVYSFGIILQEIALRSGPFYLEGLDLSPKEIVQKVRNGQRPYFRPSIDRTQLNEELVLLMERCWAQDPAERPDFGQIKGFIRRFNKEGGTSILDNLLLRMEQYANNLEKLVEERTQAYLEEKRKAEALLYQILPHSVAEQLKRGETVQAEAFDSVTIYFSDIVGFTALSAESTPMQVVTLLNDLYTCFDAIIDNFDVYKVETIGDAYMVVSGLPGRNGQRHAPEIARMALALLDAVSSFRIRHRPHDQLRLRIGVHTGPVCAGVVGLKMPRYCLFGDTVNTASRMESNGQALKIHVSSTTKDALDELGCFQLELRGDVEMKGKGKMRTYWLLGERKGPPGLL
PRMT1 inh = blocks human protein arginine methyltransferase 1; Q99873; recombinant PRMT1, activity-based probe fluorescence polarization; inhibition, % at 2.79 µM; actives 1.3% (n = 370,000);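 active = inhibition above about 21% made by adding two undisclosed values, limit read from the data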
HTRA1 inhibitor = blocks human HTRA1 serine peptidase. Q92743. actives 0.5% (n = 340,000). AID 504803. recombinant HTRA1, FP-rhodamine activity-based probe, fluorescence polarization. inhibition, % at 5.96 µM; in the data active = inhibition above about 36%;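 also: 0% = enzyme with DMSO and 100% = wells lacking enzyme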
TCR-CD3 inh = human TCR-CD3 binding inhibition. actives 0.37% (n = 360,000). TAMRA-labeled TCR probe fluorescence, biochemical. inhibition, % at 9.4 µM; in the data active = inhibition above about 19%;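 also: recombinant mutant TCR 2C K166C tagged with TAMRA read by polarization; 0% = receptor in buffer alone and 100% = receptor with positive control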
* marks the source's active call; other numbers are inactive results; / = no result given. A portion of the library; count on the stated rates, not on these rows.

Results follow in this order: SIAE inh, HTRA1 inhibitor, TCR-CD3 inh, rCAG RNA binder, NPR2 activator, TDP2 absorb, LEDGF integ inh, mABHD4 FP, PRMT1 inh, MBD2 inh
- O=C1OC2C(O)COC23OC(O)CCC13O (stereo not given)
 : 6, /, 1, 1, 1, 13, -3, 5, -1, -7
- COC(=O)[C@]12CCCCC=C1N(Cc1ccco1)C(=O)[C@H](CC(=O)NCCCCc1ccccc1)C2
 : -3, /, 3, 9, -4, 2, 0, 1, -3, -3
- Cc1ccc(/C=C/S(=O)(=O)N2CCC(C(=O)O)CC2)cc1
 : -3, 4, 0, 3, 2, 3, 3, 9, 0, 3
- COc1cc(C=NNC(=O)c2ccc(NS(=O)(=O)c3cccs3)cc2)cc(Br)c1O
 : 3, 11, 15, 10, -8, -4, 1, 13, -2, -1
- CSc1cccc(N=C2C(=O)Nc3ccccc32)c1
 : 5, 4, 7, 1, 1, 3, 3, 6, 1, -6
- O=C(NCC1CCCO1)C1CCCN1C(=O)Nc1ccccc1[N+](=O)[O-] (stereo not given)
 : -6, 1, -2, 1, -1, -5, 0, 4, 0, 2
- CC(C)n1c(O)c(N=Nc2ccc(Cl)nn2)c2ccccc21
 : -2, -1, -8, 2, 0, 5, -1, 7, 4, 1
- COc1ccc(NC(C)=O)cc1NC(C)C(=O)Nc1cccc(S(=O)(=O)N2CCOCC2)c1 (stereo not given)
 : 6, 8, 0, 6, 0, 10, 6, 3, -3, -10
- O=C(N[C@H](Cc1ccccc1)C(=O)N1CCN(C(=O)N2CCCCC2)CC1)[C@H]1O[C@@H](n2ccc(=O)[nH]c2=O)[C@H](O)[C@@H]1O
 : -1, /, 10, -1, 5, -4, 1, 7, 0, -2
- CCCCCCCCN
 : 1, /, -5, 1, 1, 5, -2, 5, 3, 1
- COc1ccc(/C=C2\SC(=O)N(CCC(=O)N3CCCCC3CCO)C2=O)cc1 (stereo not given)
 : 1, -4, 4, -2, 2, -1, -5, -2, 1, -1
- c1ccc(CSc2ncnc3c2cnn3Cc2ccccc2)cc1
 : -7, -14, -2, 2, 2, 7, 2, -6, -3, 6
- CCOC(=O)N1CCN(S(=O)(=O)N2CCCC(C(=O)NCCc3ccc(OCC)c(OCC)c3)C2)CC1 (stereo not given)
 : -11, 3, 13, -5, 1, -27, -2, 0, -3, 4
- COc1ccc(CSc2nnc(C)n2N)cc1
 : 5, 2, -1, 1, 2, 9, -1, 4, 2, 2
- CC(=O)N1CCN(Cc2nc3scc(-c4ccccc4)c3c(=O)[nH]2)CC1
 : 3, -1, -2, -2, 9, 7, 0, 1, 0, 2
- CCOC(=O)C1CCN(C(=O)C(=O)c2cn(CC(=O)N3CCCCCC3)c3ccccc23)CC1
 : -1, -1, 1, -7, 3, -11, -2, -6, 1, -3
- C[C@H]1CN([C@@H](C)CO)C(=O)c2cc(Br)cnc2O[C@@H]1CN(C)C(=O)Nc1ccc(C(F)(F)F)cc1
 : -3, 4, -1, -1, -1, -6, 0, 4, 4, 5
- O=C1CCCC/C1=C\Nc1ccc(S(=O)(=O)Nc2cnc3ccccc3n2)cc1
 : -5, 9, 1, 6, -1, -2, 7, -4, 2, -5
- COCCN(C(=O)COC(=O)CCC1CCCC1)c1c(N)n(Cc2ccccc2)c(=O)[nH]c1=O
 : 8, 11, 3, -9, 1, 12, 3, 1, -1, -7
- COc1cc(CN2CCNC(=O)C2CC(=O)NC2CCCC2)cc(OC)c1 (stereo not given)
 : 5, 0, 6, -5, -1, -1, 2, 5, 4, -4
- OCC1(Cc2ccccc2C(F)(F)F)CCN(Cc2ccncc2)CC1
 : -8, 3, -4, -4, -2, -21, 4, -4, -6, 1
- C/C(CC(=O)Nc1ccc(N(C)C)cc1)=N\NC(=O)C(=O)NCc1ccccc1
 : 0, 9, 4, 19, -6, -10, -5, -2, 8, 5
- O=C(CCSc1ccc(Cl)cc1)NC1CCCCC1
 : 5, -5, 7, -3, 1, -1, -1, -2, 0, -1
- COC1CCC2(C)C(=CCC3C4CC(O)CC4(C)CCC32)C1 (stereo not given)
 : -3, 1, 3, -3, -1, 6, 1, -2, -1, 0
- c1ccc2nc(-c3nccs3)ccc2c1
 : -3, -8, 4, -3, -7, 11, -5, -4, 1, 3
- Cc1cccc(Cn2c(N3CCN(C)CC3)nc3c2c(=O)[nH]c(=O)n3C)c1
 : 2, 2, -2, -5, -4, 5, 0, 2, -3, 0
- CCOc1ccccc1CSc1nc2ccccc2[nH]1
 : 1, -23, -4, -3, -1, 8, 2, -10, 0, 5
- COc1ccc(C(=O)COC(=O)c2cc(C)no2)c(OC)c1
 : -4, 6, -4, 4, 8, 5, 4, -5, 2, -1
- CN1C(=O)SC(Nc2ccccc2C(=O)O)C1=O (stereo not given)
 : -2, 4, -7, 1, 2, -4, -1, 10, 2, -2
- Cc1ccc2oc(=O)n(CCCOc3ccccc3)c2c1
 : 0, -14, 5, -3, -3, 2, -2, -5, -2, 1

Next section, starting with the last two of the part before.
Results follow in this order: SIAE inh, HTRA1 inhibitor, TCR-CD3 inh, rCAG RNA binder, NPR2 activator, TDP2 absorb, LEDGF integ inh, mABHD4 FP, PRMT1 inh, MBD2 inh
- CN1C(=O)SC(Nc2ccccc2C(=O)O)C1=O (stereo not given)
 : -2, 4, -7, 1, 2, -4, -1, 10, 2, -2
- Cc1ccc2oc(=O)n(CCCOc3ccccc3)c2c1
 : 0, -14, 5, -3, -3, 2, -2, -5, -2, 1
- COc1cc(C(=O)Nc2nnc(SCC(=O)NCC3CCCO3)s2)cc(OC)c1OC (stereo not given)
 : 0, -2, 4, -2, 6, 6, 1, -7, 1, -5
- Cc1ccc(/C=N\Nc2cn[nH]c(=O)c2Cl)cc1
 : 2, -10, -7, 3, -2, 5, -4, 7, -4, 2
- Cc1cc(=O)[nH]c2c3ccccc3nn12
 : 4, 4, -4, 0, 3, -6, -1, 5, 4, 0
- Cc1ccc(OCCNC(=O)c2ccc(C)cc2)cc1
 : 6, -1, 7, -4, 2, -7, -5, 0, -1, -4
- Cc1ccc(S(N)(=O)=O)cc1NC(=O)C(c1ccccc1)c1ccccc1
 : -2, 7, -12, 9, 0, -4, -3, -9, 2, 4
- COCCNC(=O)c1ccc2c(=O)n(Cc3ccco3)c(SCC(=O)NC3CCCC3)nc2c1
 : -1, -1, 3, -5, 5, 1, 1, 6, 2, 4
- Cc1ccc2cccc(OC(=O)/C=C\c3ccccc3)c2n1
 : 5, -2, 7, -5, 5, 3, 3, 1, -5, 6
- CN(C)S(=O)(=O)Oc1ccsc1C(=O)Nc1ccc(Cl)c(Cl)c1
 : -17, -68, 4, 11, -5, -5, -3, -28, -4, 4
- CC(C)(C)c1cc(CCC(=O)Nc2ccncc2)cc(C(C)(C)C)c1O
 : -2, -17, 5, -5, 0, 9, 2, -11, 1, 0
- Cc1ccc(C)c(S(=O)(=O)NC(C)C(=O)NCc2ccccn2)c1 (stereo not given)
 : -10, 4, -1, -2, 5, 6, -2, -1, -3, -4
- Cc1ccc(CN(C(=O)c2c(F)cccc2F)C2CC(C)(C)NC(C)(C)C2)o1
 : 7, 1, -3, -3, -11, 6, 2, 9, 1, -6
- CN1C(=O)c2ccccc2OC1(C)Cc1ccccc1 (stereo not given)
 : -5, -1, 2, -1, 0, 9, 2, -2, 1, 10
- COCC(C)NC(=O)c1ccc(N(C)C)cc1 (stereo not given)
 : -10, 3, -2, 0, 0, 7, -2, 0, -1, -1
- Cc1c(C(=O)NN2CCN(C)CC2)cccc1[N+](=O)[O-]
 : -1, 4, -1, 1, 6, 6, 0, -3, -3, 1
- Cc1cc(C)n(C(=O)CCCCCC(=O)n2nc(C)cc2C)n1
 : -5, 0, 0, -6, -5, 8, 0, 10, 1, 1
- O=C(NCc1cccnc1)C1CCN(S(=O)(=O)c2cc(Cl)ccc2Cl)CC1
 : 4, 10, -7, -1, 2, -5, -9, 1, 12, 0
- O=C(COc1ccc2ccccc2c1)Nc1ccc(Cc2ccncc2)cc1
 : -5, -14, 4, -2, /, -1, 3, 1, -1, 2
- COc1ccc(CN2CCN(c3nc4ccccc4s3)CC2)cc1
 : 3, 3, 2, -3, 1, -2, -4, 1, -2, 0
- CCCn1c(SCC(=O)NCc2ccccc2)nnc1-c1ccncc1
 : 0, 2, -1, -6, 1, 5, 3, 0, 0, 3
- CN(CC(=O)Nc1ccc(Cl)cc1)C(=O)Cc1c(F)cccc1Cl
 : -2, -4, 4, -5, 5, 0, 1, 2, 2, 1
- CC(C)(C)c1ccccc1NC(=S)NC1CCCCC1
 : 4, -8, 1, -8, 4, 4, -1, -1, 2, 4
- Cc1cc(NC(=O)c2ccc3sc([C@@H]4O[C@H](CO)[C@H](O)[C@H](O)[C@H]4O)nc3c2)n(C)n1
 : 5, /, -10, 3, -2, -10, 2, -1, 0, -6
- Cc1nnc(SCC(=O)N(C)c2ccccc2)n1Cc1ccccc1
 : -1, 2, 4, -6, 2, -3, 2, 4, -3, 0
- Cc1ccc(S(=O)(=O)Cc2ccc(C(=O)N3CCN(c4cccc(C)c4C)CC3)o2)cc1
 : 1, -17, -5, 5, -1, 3, 2, -8, 7, 4
- O=C(NCc1ccccc1)C(c1cccnc1)N(Cc1ccco1)C(=O)c1ccccn1 (stereo not given)
 : -5, -1, -3, -4, 0, 0, -6, -10, 4, 2
- COc1cc(/C=N/Nc2nc3ccccc3[nH]2)ccc1O
 : 18*, 14, 2, 2, -13, 7, -3, 22, -3, -2

Reprinted at random: 7 entries already listed, in no set order.
Results follow in this order: SIAE inh, HTRA1 inhibitor, TCR-CD3 inh, rCAG RNA binder, NPR2 activator, TDP2 absorb, LEDGF integ inh, mABHD4 FP, PRMT1 inh, MBD2 inh
- O=C(N[C@H](Cc1ccccc1)C(=O)N1CCN(C(=O)N2CCCCC2)CC1)[C@H]1O[C@@H](n2ccc(=O)[nH]c2=O)[C@H](O)[C@@H]1O
 : -1, /, 10, -1, 5, -4, 1, 7, 0, -2
- CCOC(=O)C1CCN(C(=O)C(=O)c2cn(CC(=O)N3CCCCCC3)c3ccccc23)CC1
 : -1, -1, 1, -7, 3, -11, -2, -6, 1, -3
- O=C(NCc1ccccc1)C(c1cccnc1)N(Cc1ccco1)C(=O)c1ccccn1 (stereo not given)
 : -5, -1, -3, -4, 0, 0, -6, -10, 4, 2
- COCC(C)NC(=O)c1ccc(N(C)C)cc1 (stereo not given)
 : -10, 3, -2, 0, 0, 7, -2, 0, -1, -1
- CCOC(=O)N1CCN(S(=O)(=O)N2CCCC(C(=O)NCCc3ccc(OCC)c(OCC)c3)C2)CC1 (stereo not given)
 : -11, 3, 13, -5, 1, -27, -2, 0, -3, 4
- CN(C)S(=O)(=O)Oc1ccsc1C(=O)Nc1ccc(Cl)c(Cl)c1
 : -17, -68, 4, 11, -5, -5, -3, -28, -4, 4
- Cc1ccc(/C=N\Nc2cn[nH]c(=O)c2Cl)cc1
 : 2, -10, -7, 3, -2, 5, -4, 7, -4, 2
